# S3 lipid droplet – qHTS Assay for Lipid Storage Modulators in Drosophila S3 Cells; Potency in µM for hits, for the others lipid storage change, negative = inhibition, % at the top dose, mostly 46.1 µM; Drosophila S3 cells, BODIPY lipid droplet fluorescence, 18-24 h; cells fed with added oleic acid; 320,000 compounds, 0.64% hits; active = well fitted inhibition curve with a large enough effect in the signal ratio, with a control signal flat, not every such curve was filed as active; inconclusive = small, poorly fitted or top-dose-only effect, or effect the other way, or a change in a side signal; the % refers to the signal ratio
#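 Drosophila S3 cells loaded with oleic acid (400 uM, as added) and compounds at several concentrations; lipid droplets imaged by 488-nm laser-scanning cytometry, 500–530 nm intensity and object ratio to cell channel. Percent activity normalized to 20 uM Triacsin C.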
# S3 lipid droplet cell count max – second read-out of S3 lipid droplet, no call of its own (marks repeat the call); cell number change, %; measured here: cell count max response;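 cells counted by Cell Tracker Red CMTPX staining in the red channel; peak over a dose series mostly up to 46.1 µM; percent activity relative to internal control wells on each plate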
# Active calls of the source: *; i = inactive; ? = inconclusive; . = no result given; [ ] = dose if it differs, or a comment. % is set by controls: 0 for no effect and ±100 for the full control effect; potency is the fitted concentration of half-maximal effect. Only part of the results is shown; rates above refer to the full screens.
SMILES,S3 lipid droplet,S3 lipid droplet cell count max
Cc1[nH]c2ccccc2c1C(=O)CSc1nncn1C,8%,-3
COc1ccc(C(=O)CSc2nnc(CNC(=O)c3ccccc3F)n2C)cc1OC,-10%,1
CC1CCN(C(=O)CSc2ccc(-c3cccc([N+](=O)[O-])c3)nn2)CC1,-5%,8
COc1nnc(-c2ccc(C)c(S(=O)(=O)NCCO)c2)c2ccccc12,i,.
COc1ccc(Br)cc1/C=C/C(=O)Nc1ccc2ccccc2c1,?,.
CCOC(=O)c1ccc(NC(=O)CSc2nnc(CNc3ccc(C)cc3)n2C)cc1,4%,7
O=C(C[n+]1ccccc1)N/N=C/c1ccc(Br)cc1,?,.
CCn1nc(C)c(CNC(=O)CCc2nnc(Cc3c[nH]c4ccccc34)o2)c1C,i,.
COc1cccc(CN2C(=O)CCC2(C)C(=O)NC2CCCCCC2)c1 (stereo not given),-2%,-4
O=C(O)/C=C/c1ccccc1[N+](=O)[O-],1%,10
Cc1cc(C)n(CC(C)NC(=O)CCc2nnc(CCc3ccccc3)o2)n1 (stereo not given),-8%,0
COc1ccc(CCNC(=O)Cn2cccc2C(=O)c2ccccc2)c(OC)c1,3%,7
CCCC(=O)Nc1ccc(NC(=O)CCc2ccccc2)cn1,?,.
NS(=O)(=O)c1ccc(CCNC(=O)C(c2ccccc2)c2ccccc2)cc1,?,.
O=C(CN1CCN(CC(=O)Nc2ccc(-c3ccccc3)cc2)CC1)Nc1ccc(F)cc1,i,-6
O=C(CNC(=O)c1ccccc1)OCc1nnc(-c2ccccc2)o1,13%,19
O=C(COC(=O)Cn1[nH]c(=O)c2ccccc2c1=O)Nc1c(Cl)cccc1C(F)(F)F,?,.
CCOc1ccc(CNC(=S)N/N=C/c2cccnc2)cc1,?,.
COc1ccc(N2CCc3c(C)nc4c(OC)cc(OC)cc4c32)cc1,?,.
COCCCNC(=O)c1cc2c(=O)n(C)c3ccccc3c2n1C,?,.
Cc1ccc(S(=O)(=O)c2nnn3c2nc(N2CCC(C(N)=O)CC2)c2ccccc23)cc1,i,-10
O=C(NCCc1ccccc1)c1ccc(-c2ccc(F)cc2)o1,?,.
CCn1c(/C=C/c2ccc(F)cc2)nc2ccccc2c1=O,?,.
COc1ccc2[nH]c3c(N4CCc5ccccc5C4)ncnc3c2c1,?,.
Nc1ccc(C(=O)OCCCc2nc3ccccc3[nH]2)cc1,6%,0
COc1ccc(C2CC(=O)NC3=C2C(=O)CCC3)cc1Cl (stereo not given),i,5
COc1ccc(NC(=S)N2CCN(C(=O)C3CCCO3)CC2)c(OC)c1 (stereo not given),2%,9
COc1ccccc1NC(=O)COC(=O)c1ccc(N2CCCC2=O)cc1,i,-14
COc1ccc(OC)c(NC(=O)c2ccc(OCC(=O)N3CCOCC3)c(OC)c2)c1,?,.
O=C(N/N=C\c1ccncc1)c1ccc(Br)s1,0%,18
COc1cccc(CNc2ccccc2O)c1OCc1ccccc1F,-9%,-22
Cc1cccc(NC(=O)/C=C/c2ccc3c(c2)OCO3)n1,?,.
Cc1cccc(CNC(=O)C2CCC(=O)N(C3CCCC3)C2)c1 (stereo not given),?,.
Cc1ccc(NC(=S)N2CCCC2)cc1,?,.
O=C(CSc1ncnc2ccccc12)c1ccco1,?,.
CCCNC(=O)c1ccccc1NC(=O)c1ccc2c(c1)NC(=O)C(C)S2 (stereo not given),?,.
CCCSC1=N/C(=C/c2ccsc2)C(=O)N1c1ccccc1,?,.
Cc1ccc(C2N(c3ccc(Cl)c(Cl)c3)C(=O)C3CCCN32)o1 (stereo not given),i,.
CC(=O)c1ccc(OCC(=O)NCC2(N3CCCCC3)CCCCC2)cc1,?,.
Cc1ccccc1S(=O)(=O)Nc1nc2ccccc2nc1NCCO,?,.
CC1(C)NC(=O)N(CC(O)COc2ccc(-c3ccc(C#N)cc3)cc2)C1=O (stereo not given),-3%,-25
CS(=O)(=O)N(CC(=O)Nc1ccc(CC#N)cc1)c1ccc(C23CC4CC(CC(C4)C2)C3)cc1,?,.
Cc1cc(S(=O)(=O)N2CCOCC2)ccc1OCC(=O)N1CCC(C(N)=O)CC1,i,1
CCOCCn1c(SC)nc2c1c(=O)[nH]c(=O)n2C,?,.
c1ccc(CNC23CC4CC(CC(C4)C2)C3)nc1,?,.
Cc1cc(Cl)c(S(=O)(=O)N2CCSCC2)cc1OCC(N)=O,-1%,2
CCOC1=C/C(=C/c2c(N)n3nc(CC(=O)N4CCCC4)sc3nc2=O)C=CC1=O,i,-5
CCN1CCN(C(=O)c2cc(=O)c3cc(C)ccc3o2)CC1,?,.
Cc1cc(C(=O)NC2=NCCS2)c2ccccc2n1,-1%,-3
S=C(NCc1ccco1)N1CCC(c2nc3ccccc3o2)CC1,7%,0

# Quoted at random: 2 records from the list.
SMILES,S3 lipid droplet,S3 lipid droplet cell count max
S=C(NCc1ccco1)N1CCC(c2nc3ccccc3o2)CC1,7%,0
CCN1CCN(C(=O)c2cc(=O)c3cc(C)ccc3o2)CC1,?,.

# Other results.
SMILES,S3 lipid droplet,S3 lipid droplet cell count max
CN(Cc1ccccc1)c1nc(N)nc(Cl)c1C=O,?,.
Cc1cccc(NC(=O)CN(C)C(=O)C2CC2)c1C,16%,15
CC(C)c1ccccc1NS(=O)(=O)N(C)C,?,.
Cc1cc(=O)oc(C)c1C(=O)OCC(=O)c1ccc(Cl)c(Cl)c1,?,.
CC1CCC2(CC1)NC(=O)N(CC(=O)Nc1cccc(C#N)c1)C2=O (stereo not given),?,.
COCCN(C(=O)CCC(=O)Nc1cc(C)on1)C(C(=O)NC(C)(C)C)c1ccc(OC)cc1 (stereo not given),?,.
COCCCNCCOCCOc1ccc(Cl)cc1C(C)(C)C,?,.
C/C(=N\O)c1ccc2c(c1)OCCO2,i,-4
O=C1c2ccccc2C(=O)N1c1ccc(Cl)cn1,?,.
N#Cc1ccc(CN2CCN(C(=O)c3ccc(S(=O)(=O)NCc4ccco4)cc3)CC2)cc1,?,.

# A draw from above in order of length of the SMILES, rising:
SMILES,S3 lipid droplet,S3 lipid droplet cell count max
C/C(=N\O)c1ccc2c(c1)OCCO2,i,-4
CC(C)c1ccccc1NS(=O)(=O)N(C)C,?,.
O=C1c2ccccc2C(=O)N1c1ccc(Cl)cn1,?,.
COCCCNCCOCCOc1ccc(Cl)cc1C(C)(C)C,?,.
Cc1cccc(NC(=O)CN(C)C(=O)C2CC2)c1C,16%,15
Cc1cc(=O)oc(C)c1C(=O)OCC(=O)c1ccc(Cl)c(Cl)c1,?,.
COCCN(C(=O)CCC(=O)Nc1cc(C)on1)C(C(=O)NC(C)(C)C)c1ccc(OC)cc1 (stereo not given),?,.

# (list continues)
SMILES,S3 lipid droplet,S3 lipid droplet cell count max
CC(=O)NC1C(=O)N=C(SCC(=O)Nc2ccc(C(F)(F)F)cc2Cl)NC1=O (stereo not given),-49%,.
CCOC(=O)C1=C2c3cc(OC)c(OC)cc3CC(C)(C)N2C(=O)C1=O,-10%,11
CCCS(=O)(=O)N1CCN(C(=O)COc2ccc(OC)cc2)CC1,?,.
COCC(C)n1c(SCC(=O)NC(=O)NC2CCCC2)nc2ccccc2c1=O (stereo not given),16%,1
CN(CCOc1ccc(Cl)cc1)C(=O)c1cc(S(=O)(=O)N2CCOCC2)ccc1N1CCCC1,?,.
O=C(Nc1cccc(-c2nc3ncccc3o2)c1)c1ccccc1,0%,9
CC(=O)Nc1ccc(S(=O)(=O)N(C)CC(=O)OC(C)C(=O)NC2CCCCC2)cc1 (stereo not given),?,.
C/C(=N/NC(=O)c1ccc2c(c1)OCCO2)c1ccc([N+](=O)[O-])cc1,2%,12
CCNC(=O)/C(C#N)=C/c1c(N2CCN(C)CC2)nc2c(C)cccn2c1=O,?,.
CC(=O)c1c(C)[nH]c(C(=O)OCC(=O)NCCc2ccc(Cl)cc2)c1C,?,.

# Structures shown so far that have a CF3 group, in the order listed:
SMILES,S3 lipid droplet,S3 lipid droplet cell count max
O=C(COC(=O)Cn1[nH]c(=O)c2ccccc2c1=O)Nc1c(Cl)cccc1C(F)(F)F,?,.
CC(=O)NC1C(=O)N=C(SCC(=O)Nc2ccc(C(F)(F)F)cc2Cl)NC1=O (stereo not given),-49%,.

# Next part
SMILES,S3 lipid droplet,S3 lipid droplet cell count max
COc1cc(/C=C2\SC(=S)N(CC(=O)Nc3cccnc3)C2=O)cc(OC)c1OC,3%,-1
Cc1c(NC(=O)COC(=O)C(c2ccc(Cl)cc2)C(C)C)c(=O)n(-c2ccccc2)n1C (stereo not given),?,.
O=C(NC(=S)NCc1cccnc1)c1ccccc1F,?,.
Cc1ccc(S(=O)(=O)N2CCCCC2)cc1C(=O)NCc1ccncc1,i,-13
CC1(C)S[C@@H]2[C@H](NC(=O)[C@H](N)c3ccccc3)C(=O)N2[C@H]1C(=O)OC1OC(=O)c2ccccc21 (stereo not given in full),?,.
CCOc1cc(C(=O)N/N=C(\C)Cc2ccc(OC)cc2)cc(OCC)c1OCC,?,.
O=C(O)C1CCCCC1C(=O)NCCCN1CCCC1=O (stereo not given),?,.
COc1ccc(NC2CCCN(C(=O)c3ccc(C)nc3)C2)cc1 (stereo not given),i,5
COc1ccc(OCc2n[nH]c(=S)n2-c2ccc(C)cc2)cc1,-3%,4
Cc1ccc(NC(=O)C2C3C=CC4(O3)C2C(=O)N(CCCN2CCCCC2)C4C(=O)NC2CCCCC2)cc1C (stereo not given),?,.
COc1ccccc1C(=O)Nc1cc2cc(Br)ccc2oc1=O,9%,5
O=c1[nH]nc(-c2ccc(F)cc2)cc1Cc1ccccc1,?,.
O=c1c2c(-c3ccccc3)csc2nc2n1CCC2,i,.
CCOC(=O)c1ccc(CNC(=O)Cn2nnc(-c3cccc(C)c3)n2)o1,?,.
COc1ccccc1OC(C)C(=O)Nc1nc(-c2ccc(S(=O)(=O)N3CCOCC3)cc2)cs1 (stereo not given),?,.
S=c1[nH]nc(-c2ccc3ccccc3n2)n1Cc1ccccc1,?,.
NS(=O)(=O)c1ccc(NC(=O)CSc2cn[nH]n2)cc1,?,.
Cc1ccc(OCCNC(=O)c2ccccc2OCc2c(C)noc2C)cc1,?,.
CCc1cc(=O)oc2cc(OCC(=O)NCCCN3CCOCC3)c(Cl)cc12,i,2
CCCC(C(=O)NC(C)(C)C)N(CC1CCCO1)C(=O)CNS(=O)(=O)c1ccc(F)cc1 (stereo not given),-97%,-3
COCCOC(=O)C1=C(C)NC2=C(C(=O)CCC2)C1c1ccc2c(c1)OCO2 (stereo not given),i,14
CC(SCc1ccccc1)C(=O)Nc1ccccc1 (stereo not given),12%,-11
COc1ccc(C(=O)N2CCN(CCNC(=O)C(=O)Nc3ccc(F)cc3)CC2)cc1,?,.
COCCn1c(SCC(=O)N2CCCCCC2)nc2c([nH]c3ccccc32)c1=O,?,.
O=C1C2C3C=CC(C4CC34)C2C(=O)N1/N=C/c1ccc(-c2cccc([N+](=O)[O-])c2)o1 (stereo not given),?,.
CC1=C(C)SC(=C(C#N)c2nnc(N3CCOCC3)n2-c2ccccc2)S1,15%,-11
Cc1ccc(NC(=O)C2CC(=O)n3ncnc3N2)cc1C (stereo not given),?,.
COc1ccc(C=O)cc1OC(=O)C1(C)Cc2ccccc2C(=O)O1 (stereo not given),?,.
CCN1CCN(CCCNC(=O)Cn2cc3c(n2)CCCC3)CC1,?,.
O=C(Nc1nc2c(s1)C(=O)CCC2)c1ccccc1,6%,1
CCC(CO)NC(=O)c1ccccc1C(F)(F)F (stereo not given),6%,25
Oc1ccc(F)cc1-c1cc(-c2ccc3c(c2)OCCO3)n[nH]1,i,-9
CCOC(=O)c1cnc(SCc2nc(N)nc(Nc3ccccc3)n2)nc1N,?,.
CCN1C(=O)CC(c2ccc(OC(C)C)cc2)C1=O (stereo not given),-14%,.
O=C(COC(=O)/C=C/c1ccco1)Nc1cccc([N+](=O)[O-])c1,-6%,19
CC(=O)N/C(=C\c1ccccc1)C(=O)NC(C)C(=O)O (stereo not given),?,.
Cc1cc(C)n(-c2ccc(C(=O)NC(C)C)cc2)n1,i,19
CCCCN(Cc1ccco1)S(=O)(=O)c1c[nH]c(C(=O)OC)c1,i,-1
CN(C/C=C/c1ccccc1)C1CCCCC1,?,.
O=C(Cn1nnc(-c2ccccc2)n1)N/N=C/c1ccco1,?,.
COc1cccc(C2C3=C(CCCC3=O)Nc3nc(-c4cc(OC)c(OC)c(OC)c4)nn32)c1 (stereo not given),?,.
CC1(OC(=O)C2CCCC2)C(=O)C=C2C=C(c3ccsc3)N(C(CO)CO)C=C2C1=O (stereo not given),0%,-1
Oc1ccccc1-c1nnc(-c2ccc(C(F)(F)F)cc2)o1,?,.
O=C(N/N=C/c1cc2c(cc1Cl)OCO2)c1ccncc1,?,.
Cc1ccccc1Oc1nc2ccccn2c(=O)c1/C=C(\C#N)C(=O)Nc1c(C)n(C)n(-c2ccccc2)c1=O,-4%,14
COC(=O)CCSc1nc(N2CCOCC2)c2c(c1C#N)CC(C)(C)OC2,-1%,-12
O=C(NCc1cc([N+](=O)[O-])ccc1O)c1cccnc1Sc1ccc(Cl)cc1,?,.
CC(C)CNC(=O)COC(=O)c1cc(S(=O)(=O)N(C)C)ccc1N1CCCC1,22%[9.22 µM],3
Cc1ccc(S(=O)(=O)c2nc(C(C)(C)C)oc2N2CCOCC2)cc1,?,.
CC(=O)c1cccc(CN2CCCCC2C(=O)Nc2ccc(Oc3ccccc3)nc2)c1 (stereo not given),?,.

# Bioassay records: PubChem, National Center for Advancing Translational Sciences (NCATS)
